MEX-5 binding = MEX-5 zinc finger RNA-binding disruptors – biochemical, C. elegans, fluorescence polarization, MLPCN library, primary screen | AID 1832, 2009 | 0.38% of 300,000 active | MEX-5/FITC-TCR2 RNA binding; active compounds read low | activity score (negative = inhibition of binding), % at 10 µM;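 active = inhibition past about -25% in most replicates, and total fluorescence under double the plate's negative control median, limit read from the data; inconclusive = replicates evenly split on the limit, or fluorescence at least double controls; inactive = too little inhibition in most replicates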;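 also: 0% = DMSO and -100% = 5 µM competing unlabeled TCR2 RNA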
Target sequence (Q9XUB2 whole entry, looked up): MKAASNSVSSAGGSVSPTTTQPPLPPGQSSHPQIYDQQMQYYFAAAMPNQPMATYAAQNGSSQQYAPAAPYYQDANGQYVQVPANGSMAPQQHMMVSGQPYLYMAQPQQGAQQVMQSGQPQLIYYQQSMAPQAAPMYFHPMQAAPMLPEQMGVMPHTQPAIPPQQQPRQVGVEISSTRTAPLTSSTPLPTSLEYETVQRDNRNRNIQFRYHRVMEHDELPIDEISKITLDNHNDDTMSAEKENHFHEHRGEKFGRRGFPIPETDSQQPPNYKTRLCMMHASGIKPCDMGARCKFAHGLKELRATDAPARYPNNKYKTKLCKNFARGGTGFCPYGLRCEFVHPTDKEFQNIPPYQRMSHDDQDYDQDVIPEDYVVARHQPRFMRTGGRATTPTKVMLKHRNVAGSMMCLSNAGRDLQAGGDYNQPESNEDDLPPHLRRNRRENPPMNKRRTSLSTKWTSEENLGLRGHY
BCLXL inh = inhibitors of human Bcl-xL, primary screen, biochemical, fluorescence polarization, HTS; Bcl-2-like protein 1 (Homo sapiens), Q07817; GST-Bcl-xL / FITC-Bim BH3 peptide fluorescence polarization; inhibition, % at 10.9 µM; 0.7% of 320,000 active;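 active = inhibition above the mean of all tested compounds plus 3 SD, cutoff set per campaign, cut at about 30% in these data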;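 also: 0% = DMSO wells and 100% = unlabeled Bim-BH3 peptide competitor; inhibitors lower millipolarization by displacing the labeled peptide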
AGP1 TOR yeast = modulators of AGP1-GFP expression in yeast TOR pathway, primary screen, cell-based, multiplex flow cytometry, S. cerevisiae, MLPCN library. 3 h; GFP as percent of DMSO wells. GFP response vs DMSO, % at 10 µM. 0.02% of 320,000 active;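 active = GFP response relative to DMSO above a set limit, near screen average plus 3 SD, cut at about 150% in these data; inconclusive = fewer than 70 cells counted for the yeast strain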;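 also: median GFP channel fluorescence of the gated AGP1 strain per well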
MCL1 BIM primary = inhibitors of MCL1 binding to BIM-BH3, primary screen, biochemical, fluorescence polarization. inhibition, % at 10.9 µM. 0.68% of 320,000 active. Induced myeloid leukemia cell differentiation protein Mcl-1 (Homo sapiens), Q07820. GST-MCL1 / FITC-Bim-BH3 fluorescence polarization;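 active = inhibition above the mean inhibition of all tested compounds plus 3 SD, set per campaign, cut at about 40% in these data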;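 also: 0% = DMSO wells and 100% = unlabeled Bim-BH3 peptide control; higher means more loss of mP so more displacement of Bim peptide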
GLD-1 TGE inh = GLD-1/TGE RNA complex disruptors, primary screen, biochemical, fluorescence polarization; inhibition, % at 5.96 µM; Female germline-specific tumor suppressor gld-1 (Caenorhabditis elegans), Q17339; 0.44% of 320,000 active; purified GLD-1 + fluorescein TGE RNA;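 active = percent inhibition above a per-plate cutoff, the plate mean of test compounds plus 3 SD, cut at about 30% in these data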;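 also: 0% = DMSO wells with GLD-1 and probe and 100% = wells lacking GLD-1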
Target sequence (Q17339 whole entry, looked up): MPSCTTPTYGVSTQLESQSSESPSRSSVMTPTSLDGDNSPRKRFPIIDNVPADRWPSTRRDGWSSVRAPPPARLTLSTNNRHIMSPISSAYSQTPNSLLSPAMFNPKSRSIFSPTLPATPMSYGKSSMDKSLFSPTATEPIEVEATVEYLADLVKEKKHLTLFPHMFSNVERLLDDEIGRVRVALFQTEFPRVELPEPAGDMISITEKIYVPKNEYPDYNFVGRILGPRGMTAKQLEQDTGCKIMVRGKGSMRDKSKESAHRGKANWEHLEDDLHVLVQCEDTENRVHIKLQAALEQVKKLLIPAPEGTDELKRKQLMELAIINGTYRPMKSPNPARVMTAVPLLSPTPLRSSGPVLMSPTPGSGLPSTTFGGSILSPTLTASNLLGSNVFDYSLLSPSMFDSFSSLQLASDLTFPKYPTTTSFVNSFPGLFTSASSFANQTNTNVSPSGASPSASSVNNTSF
CIT2-GFP yeast = modulators of CIT2-GFP expression in yeast, primary screen, S. cerevisiae, GFP fusion, multiplex flow cytometry, MLPCN library; S. cerevisiae CIT2-GFP strain, 3 h; 100 means same as DMSO wells; GFP response vs DMSO, % at 10 µM; 0.065% of 320,000 active; AID 2029, 2009;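 active = GFP response relative to DMSO above a set limit, near the screen mean plus 3 SD, cut at about 150% in these data; inconclusive = Fewer than 70 cells measured for a yeast strain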;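 also: ratio of well median GFP fluorescence to mean of DMSO wells on the plate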
VLA-4 inh = inhibition in human VLA-4 binding assay, primary screen, VLA-4 allosteric modulator project, MLPCN library, flow cytometry, VLA-4 expressing cells. ligand binding flow cytometry. Integrin alpha-4 (Homo sapiens), P13612. 0.2% of 330,000 active. inhibition, % (about 7 µM as worked out from the volumes in the protocol); in the data active = inhibition above about 50%
Yeast superoxide = reduction of superoxide in aged yeast, primary screen, HTS | 0.18% of 330,000 active | superoxide response (% of plate mean), % at 10 µM | S. cerevisiae aged cells, superoxide DHE fluorescence; active compounds read low | AID 2690, 2010;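 active = superoxide response under a set limit, about three screen SD below normal, cut at about 65% in these data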;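 also: yeast aged for seven days with compound at 30 °C before DHE staining; 100% = average MFI of all compound-treated wells on the plate with controls excluded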
GRK2 aptamer HTS = compounds blocking aptamer binding on GRK2 – biochemical, human GRK2, bead flow cytometry, HTS, primary screen. Beta-adrenergic receptor kinase 1 (Homo sapiens), P25098. FAM-aptamer displacement from GRK2. 0.59% of 330,000 active. AID 488847, 2010. inhibition of aptamer binding, % at 10 µM;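 active = inhibition of aptamer binding above 40%, roughly 3 SD of noise, on plates passing a quality check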;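 also: median bead fluorescence of bound FAM aptamer so fluorescent compounds give negative values; no value below 0 was filed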
* = called active by the depositor; i = inactive; u = inconclusive; x = no result given.

item	SMILES	MCL1 BIM primary	CIT2-GFP yeast	Yeast superoxide	BCLXL inh	VLA-4 inh	AGP1 TOR yeast	MEX-5 binding	GLD-1 TGE inh	GRK2 aptamer HTS
1	CCOc1ccc2[nH]c(=O)c(CN(Cc3ccco3)Cc3nnnn3Cc3ccccc3)cc2c1	11	103	87	12	-6	109	-6.2	11	4
2	CN1C(=O)NC2(O)C(=O)c3ccccc3C12O (centres undefined)	-6	108	87	5	-2	105	2.3	-2	2
3	CCN1CCN(C(=O)C(C)N(c2ccc(C)cc2)S(C)(=O)=O)CC1 (centres undefined)	8	95	102	3	5	102	0.9	5	1
4	O=c1cc(CSc2nnnn2-c2ccccc2)nc2nc[nH]n12	7	x	99	2	28	99	-1.5	-4	1
5	CCCn1c(SCC(=O)Nc2nc(C)cs2)nnc1-c1cccnc1	-5	100	98	-1	4	100	x	7	0
6	O=C(COC(=O)c1ccco1)Nc1cc(S(=O)(=O)N2CCCCC2)ccc1Cl	x	83	109	x	0	99	x	6	1
7	CCc1nnc(NC(=O)c2ccc3ccccc3n2)s1	3	81	123	2	-3	86	2.7	6	0
8	COc1ccc(CCN2C(=O)C3C4CC(C5C(C(=O)O)=NOC45)C3C2=O)cc1OC (centres undefined)	1	97	110	2	2	105	1.2	2	11
9	CCN(C(=O)c1cccc(NC(=O)c2ccccc2)c1)C1CCCCC1	-4	102	101	4	2	103	2.0	-4	3
10	COc1cc(C(=O)NCC(C)(C)CNC(=O)c2cc(OC)c(OC)c(OC)c2)cc(OC)c1OC	-1	102	105	7	6	97	1.3	-6	0

Overlap with the part before: 2 entries, followed by the next part.
item	SMILES	MCL1 BIM primary	CIT2-GFP yeast	Yeast superoxide	BCLXL inh	VLA-4 inh	AGP1 TOR yeast	MEX-5 binding	GLD-1 TGE inh	GRK2 aptamer HTS
9	CCN(C(=O)c1cccc(NC(=O)c2ccccc2)c1)C1CCCCC1	-4	102	101	4	2	103	2.0	-4	3
10	COc1cc(C(=O)NCC(C)(C)CNC(=O)c2cc(OC)c(OC)c(OC)c2)cc(OC)c1OC	-1	102	105	7	6	97	1.3	-6	0
11	CCN(CC)c1ccc(NC(=O)CNCc2ccccc2Cl)c(C)c1	3	102	98	6	8	108	0.8	4	0
12	COC(=O)c1ccc2c(c1)C(C)(C)C(/C=C/c1ccccc1O)=[N+]2C	-40	106	121	-5	i	111	u	40*	3
13	CC(C)(S)[C@@H](N)C(=O)O	x	104	103	x	33	106	x	1	0
14	Cc1ccc(NC(=O)C2CCN(S(=O)(=O)c3ccc4c(c3)OCCO4)CC2)c(O)c1	-2	94	93	2	4	106	0.0	1	3
15	COc1ccccc1NC(=O)Nc1nnc(C(C)c2ccccc2)s1 (centres undefined)	-4	101	111	5	-8	104	1.3	7	0
16	COc1ccc(CNC(=O)COC(=O)/C=C/c2ccc(S(=O)(=O)N3CCOCC3)cc2)cc1	2	93	110	5	7	100	0.5	2	2
17	CC(C)c1ccc(C(N)=S)cc1	8	89	93	13	0	96	-1.4	-1	2
18	Cc1noc(C)c1CSCc1ccc(Cl)cc1	0	81	94	-1	2	83	-0.5	-2	0
19	CNC(=O)CSc1nnc(-c2ccccc2F)n1CCc1ccccc1	5	104	103	7	-1	105	-4.4	1	0
20	CC(=O)Nc1ccc(NC(=O)CSc2nc3[nH]ncc3c(=O)n2-c2ccccc2)cc1	-5	104	104	1	4	95	-1.1	4	2
21	CCOC(=O)CSc1nc(Cc2ccccc2)nc2ccccc12	10	77	114	6	10	94	0.8	6	0
22	CC(C)C(NC(=O)c1cccs1)c1nnc(SCC(=O)Nc2nccs2)n1C (centres undefined)	4	102	99	1	6	85	0.4	0	2
23	CC(C)(C)C(=O)OCc1nc(-c2ccc(O)c(O)c2)cs1	35	94	104	20	-1	100	-6.8	2	0
24	NS(=O)(=O)c1ccc(CNC(=O)c2cc(-c3ccccn3)nc3ccc(Cl)cc23)cc1	44*	93	91	41*	0	98	2.0	14	2
25	CCOc1ccc(NS(=O)(=O)c2ccc(C(=O)NCC(c3ccc(OC)cc3)N3CCOCC3)cc2)cc1 (centres undefined)	-4	83	96	-1	4	94	-1.2	8	2
26	O=C1[C@H]2[C@H](C=CC[C@H]2C(=O)N2CCOCC2)CCN1Cc1ccccc1	8	89	114	4	7	88	1.9	3	1
27	COc1ccc(NC(=S)NCCc2ccccc2OC)c(OC)c1	10	106	88	5	7	105	1.0	2	2
28	N=c1c(C(=O)NCC2CCCO2)cc2c(=O)n3ccccc3nc2n1C1CCCCC1 (centres undefined)	4	72	130	8	9	85	-5.3	0	0
29	Cc1nc(NC(=O)CN2CCOCC2)sc1-c1ccccc1	6	101	110	0	4	100	-2.3	-2	0
30	O=C(c1cnn2c(C(F)(F)F)cc(-c3ccccc3)nc12)N1CCCc2ccccc21	4	105	126	2	9	96	4.1	2	0
31	Cc1cccc(CCNC(=O)c2cc(S(=O)(=O)N3CCCCC3)c[nH]2)c1	1	103	103	3	33	103	-0.7	2	1
32	O=C(COC(=O)C(c1ccccc1)c1ccccc1)NCc1ccco1	6	108	104	4	-6	101	0.9	-4	2
33	O=C(NC1CCCCC1)C(c1c(F)cccc1Cl)N(C(=O)c1csnn1)C1CC1 (centres undefined)	-4	102	98	1	-2	99	0.9	-5	1
34	O=C(Nc1ccc(Cc2ccncc2)cc1)c1ccc(Br)o1	2	86	119	4	-1	92	-3.6	2	3
35	Cc1cccnc1NC(=O)Nc1ccccc1	-2	96	116	3	1	102	0.6	-1	0
36	C/C=C/c1ccc(OCCCCN2CCN(CC)CC2)c(OC)c1	-1	90	116	1	33	98	-3.8	7	0
37	Cc1cc(C)c(N=Cc2c(O)c3ccccc3oc2=O)c(C)c1	10	99	99	2	3	90	-2.3	-6	4
38	CCc1[nH]nc2c1C1(C(=O)N(Cc3ccccc3)c3ccccc31)C(C#N)=C(N)O2 (centres undefined)	-3	101	83	6	10	97	-3.5	5	1
39	COc1ccc(OC)c2c(C)cc(C)nc12	9	106	97	-3	22	97	-1.7	2	0
40	COc1ccc(OC)c(CCNC(=O)CC2Oc3ccccc3NC2=O)c1 (centres undefined)	7	105	100	2	33	107	1.4	0	1
41	COc1ccccc1-c1cc2ccccc2[nH]1	0	90	99	1	2	98	-2.2	-3	1
42	COc1ccc(-n2c(C)c(C(=O)O)c3cc(OC)c4ccccc4c32)cc1	-5	109	93	0	-4	105	-3.7	6	0
43	CCOc1ccc(NS(=O)(=O)c2cccc(C(=O)N(C)Cc3ccco3)c2)cc1	3	98	90	0	-3	98	x	2	2
44	Cc1nn(C)c(C)c1CNC(=O)Nc1cccc(Cl)c1C	5	98	107	5	7	103	0.1	-6	1
45	O=C(CN1CCN(S(=O)(=O)c2ccccc2C(F)(F)F)CC1)NCc1cccs1	3	92	93	3	-3	96	0.5	7	0
46	CC(C)(C)NCC(O)CON=C1c2ccccc2-c2ccccc21 (centres undefined)	1	104	114	0	55*	108	-8.6	-1	0
47	O=c1c2ccccc2nc2c3ccccc3ncn12	-4	104	113	2	6	100	0.4	2	0
48	NC(=O)C1CCN(C(=O)COc2ccc3ccccc3c2)CC1	-4	101	86	1	-1	99	-1.1	1	0
49	CCn1c(=O)c2c(nc(SCC(=O)Nc3ccccc3)n2C)n(C)c1=O	12	96	116	8	-4	51	-1.6	-4	0
50	CC1CCN(c2cc(=O)n(C3CCCCC3)c(=O)[nH]2)CC1	-1	98	106	5	-8	95	-3.5	6	0
51	COc1cc2c(C(=O)OCCN(C)C)c(CSc3ccccc3)n(C)c2cc1Br	9	120	119	4	14	115	2.3	-2	0
52	COc1cc(O)c(/C=N/NC(=O)c2ccncc2)c(OC)c1[N+](=O)[O-]	16	94	81	2	3	92	-5.8	7	5
53	CN(c1ccccc1)S(=O)(=O)c1ccc(NC(=S)Nc2ccccc2)cc1	5	97	103	0	-3	102	2.2	3	0
54	Cc1ccc(OCC(=O)Nc2ccccc2F)cc1C	-1	92	89	6	-1	95	-1.3	-2	0
55	CCNc1ccc(Br)cc(C(=O)/C=C/c2ccc(Cl)cc2Cl)c1=O	-38	82	104	-22	-187	92	-3.6	-3	7
56	COCCNC(=O)/C(C#N)=C/c1ccc(OCc2ccccc2)cc1	3	88	99	5	5	96	-1.6	-1	0
57	CC(=O)Nc1ccc(CN2CCc3c([nH]c4ccccc34)C2C(C)(C)C)cc1 (centres undefined)	-2	103	95	1	10	103	1.0	4	1
58	O=C(NCCN1CCOCC1)C1CCN(S(=O)(=O)N2CCCCC2)CC1	-3	91	103	2	-3	99	0.5	1	1
59	COc1ccccc1NS(=O)(=O)c1cccc(C(=O)N/N=C/c2cn(-c3ccccc3)nc2-c2ccccc2)c1	-9	84	117	-9	9	100	2.1	-2	1
60	O=C(Nc1cccc(C(F)(F)F)c1)/C(=C\c1ccco1)NC(=O)c1cccs1	2	92	94	1	-52	94	1.6	0	0

More compounds follow:
item	SMILES	MCL1 BIM primary	CIT2-GFP yeast	Yeast superoxide	BCLXL inh	VLA-4 inh	AGP1 TOR yeast	MEX-5 binding	GLD-1 TGE inh	GRK2 aptamer HTS
61	O=C1C(Cl)=C(N2CCCC2)C(=O)N1c1ccccc1F	-1	94	107	9	4	96	-2.8	-1	0
62	Cc1cc(OCC(=O)Nc2cccc(S(=O)(=O)NC3=NCCCCC3)c2)ccc1Cl	-20	94	119	-1	-1	99	x	1	0
63	Cc1cc(C(F)(F)F)nc(SCC(=O)NC2CC3CCC2C3)n1 (centres undefined)	-6	101	99	5	1	102	0.6	-3	53*
64	Cc1cc(C)cc(N(CC(=O)Nc2c(C)n(C)n(-c3ccccc3)c2=O)S(C)(=O)=O)c1	8	101	79	2	1	105	-0.3	-2	0
65	O=C1c2cccc(OCC(=O)N3N=C(c4cccs4)CC3c3ccc(F)cc3)c2CCN1Cc1cccnc1 (centres undefined)	10	110	90	8	7	105	1.7	3	0
66	CCC1Oc2ccc(C)cc2N(CC(=O)NCc2ccccc2OC)C1=O (centres undefined)	6	102	95	3	-2	104	-1.2	0	1
67	CC(=O)OC[C@H]1O[C@@H](O/N=C/[C@@H](C)[C@H](OCc2ccccc2)C(C)C)[C@H](OC(C)=O)[C@@H](OC(C)=O)[C@@H]1OC(C)=O	-16	82	106	-5	5	79	2.4	-8	3
68	Cc1cc(C)c(NC(=O)Cn2cc3c(n2)CCCC3)c(C)c1	2	104	96	-1	-26	106	-1.4	0	5
69	CCS(=O)(=O)Nc1ccc(C2=NN(C(=O)c3ccccc3)C(c3cccs3)C2)cc1 (centres undefined)	-4	95	75	-8	10	101	1.3	1	0
70	COc1ccc(C)cc1Nc1nc(N)c2cc(OC)c(OC)cc2n1	-2	102	92	-2	5	97	-1.3	-6	0
71	COc1cc(SC)ccc1C(=O)N1CCN(S(=O)(=O)/C=C/c2ccccc2)CC1	8	95	106	3	-86	92	x	-1	0
72	Cc1cccc(OCc2nnc(SCC(=O)Nc3ccc(N4CCOCC4)cc3)o2)c1	7	100	90	6	-9	101	1.5	4	2
